# Assay outcomes from PubChem BioAssay.
# S3 lipid droplet = qHTS Assay for Lipid Storage Modulators in Drosophila S3 Cells. AID 2685. Potency in µM for hits, for the others lipid storage change, negative = inhibition, % at the top dose, mostly 46.1 µM. 0.64% of 320,000 active. Drosophila S3 cells, BODIPY lipid droplet fluorescence, 18-24 h; cells fed with added oleic acid; active means well fitted inhibition curve with a large enough effect in the signal ratio, with a control signal flat, not every such curve was filed as active; inconclusive means small, poorly fitted or top-dose-only effect, or effect the other way, or a change in a side signal; the % refers to the signal ratio
#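 Drosophila S3 cells got compounds at several concentrations plus oleic acid (400 uM solution). Laser-scanning cytometry with 488 nm excitation read lipid droplets at 500-530 nm and cells at 575-640 nm. Percent activity was relative to 20 uM Triacsin C.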
# S3 lipid droplet cell count max = second read-out of S3 lipid droplet, no call of its own (marks repeat the call); cell number change, %; measured here: cell count max response;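 cells counted by Cell Tracker Red CMTPX staining in the red channel; peak over a dose series mostly up to 46.1 µM; percent activity relative to internal control wells on each plate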
# * hit, by the source's call; i = inactive; ? = inconclusive; . = not tested or not shown. On the % scale 0 is the no-effect control and ±100 the full control effect; potency means the concentration at half of the fitted maximal effect. Not all compounds are listed; the hit share may differ from the screen's.
SMILES,S3 lipid droplet,S3 lipid droplet cell count max
C/C(=N\NC(=O)c1nnn(-c2nonc2N)c1CN1CCC(C)CC1)c1cccc(Br)c1,?,.
CCOC(=O)c1c(C)[nH]c(C)c1C(=O)COC(=O)c1sccc1C,22.3%,1.5
CN(CC1COc2ccccc2O1)C(=O)CSc1ncnc2sccc12 (stereo not drawn),?,.
N/C(=N\OC(=O)c1ccc(Cl)cc1Cl)c1cccnc1,?,.
Cc1nnc(SCc2c(Cl)cccc2Cl)n(N)c1=O,?,.
CC(=O)O[C@H](COc1c2ccoc2cc2oc(=O)ccc12)C(C)(C)O,0.6%,6.0
CCCCOC(=O)c1sc2nc(C)cc(C)c2c1N,5.2%,-2.5
CCCN1CCN(C(=O)C2CCN(S(=O)(=O)c3ccc4c(c3)NC(=O)C(C)S4)CC2)CC1 (stereo not drawn),?,.
CCOc1cc(C2C(C#N)=C(N)OC(C)=C2C(C)=O)c(Br)c(Br)c1OC(C)C (stereo not drawn),?,.
O=S1(=O)N=C2CCCCCN2C(c2ccncc2)N1 (stereo not drawn),?,.
CCOC(=O)c1ccc(N2CCOCC2)c(NC(=O)c2ccc3c(c2)OCO3)c1,3.0%,11.6
O=C1N/C(=C\c2ccc(O)cc2)C(=O)c2ccccc21,?,.
COc1ccccc1NC(=O)c1cc(S(=O)(=O)N2CCC3(CC2)OCCO3)ccc1F,?,.
COc1ccc(NC(=O)CSc2nncn2C)c([N+](=O)[O-])c1,?,.
N#CC(C(=O)CCN1C(=O)C2CC=CCC2C1=O)c1nc2ccccc2[nH]1 (stereo not drawn),?,.
CCOc1ccc2nc(SC3CC(=O)N(c4ccc(OC)cc4)C3=O)sc2c1 (stereo not drawn),?,.
COC(=O)c1ccc(S(=O)(=O)N2CCC(c3nc4ccccc4o3)CC2)cc1,i,4.2
CC(=O)N(CCC1(c2ccc(C)cc2)CCOC(C(C)C)C1)Cc1ccco1 (stereo not drawn),-11.4%,1.1
C[C@@H]1O[C@@H](OC[C@H]2O[C@@H](Oc3c(-c4ccc(O)cc4)oc4cc(O)cc(O)c4c3=O)[C@H](O)[C@@H](O)[C@@H]2O)[C@H](O)[C@H](O)[C@H]1O,14.0%,20.4
COc1ccc(OCC(=O)NNC(=O)C2CCN(c3ncnc4sc(C)c(C)c34)CC2)cc1,?,.
C/C(=N\Nc1ccc2nncn2n1)c1ccc(Br)s1,7.5%,2.8
O=C(Nc1nc(-c2ccccc2)cs1)c1ccccc1NS(=O)(=O)c1ccc(F)cc1,?,.
CC(=O)c1cccc(NC(=O)CC2CCCC2)c1,?,.
O=C(NCc1nnc(SCC(=O)N2CCc3ccccc32)o1)c1ccco1,?,.
O=C(Nc1sc2c(c1C(=O)O)CCCCC2)c1cccnc1,?,.
COC(=O)[C@@H](N)CS,0.4%,-6.9
CC1CCc2c(sc(N)c2C(N)=O)C1 (stereo not drawn),?,.
O=C(Nc1ccn(Cc2ccc(Cl)cc2)n1)c1ccc2c(c1)OCO2,?,.
CCCCn1c(N)c(N(CCOC)C(=O)CSCc2cccc(C)c2)c(=O)[nH]c1=O,?,.
Cc1cccc(NC(=O)CSc2nnc([C@@H](N)Cc3ccccc3)o2)c1C,?,.
O=C(NN1S(=O)(=O)c2ccccc2S1(=O)=O)c1ccc(Br)cc1,-13.6%,-7.6
COc1ccccc1NC(=O)c1ccc2c(O)c(S(=O)(=O)c3ccccc3)c(=O)[nH]c2c1,?,.
C/C(N)=C(/C#N)C(=O)COC(=O)c1cccc2ccccc12,3.1%,7.8
O=S1(=O)CCN2C(c3cccc4ccccc34)=CSC2=N1,?,.
O=C(Nc1ccc2nn(-c3ccccc3)nc2c1)c1cccs1,?,.
CNC(=O)CC(C(=O)O)c1ccc(OC(C)C)cc1 (stereo not drawn),?,.
Cc1cc(Oc2ccccc2)nc(NCc2ccccc2)n1,-16.9%,-8.6
O=c1c2ccccc2[nH]c(=S)n1Cc1ccccc1Cl,?,.
COc1cccc(NC(=O)CN(C)C(=O)Cc2n[nH]c(=O)c3ccccc23)c1,?,.
COC(=O)CS(=O)(=O)c1ccc2c(c1)CC(=O)N2,?,.
Cc1ccc(C(=O)CN2C(=O)NC3(CCOc4ccccc43)C2=O)s1 (stereo not drawn),?,.
O=[N+]([O-])c1ccc(Sc2n[nH]c(-c3ccncc3)n2)nc1,8.3%,13.2
C=CCNC(=O)CN1CCC(O)(c2ccc(F)cc2)CC1,?,.
COc1ccc(-c2cn3ccccc3n2)cc1OC,?,.
O=C(Nc1ccc(-n2cccn2)cc1)C1CCCCN1Cc1cccc2cccnc12 (stereo not drawn),?,.
O=C(c1cccc(S(=O)(=O)Nc2ccc(F)cc2)c1)N1CCCC1,?,.
COC(=O)c1ccc(Oc2c(Cl)cccc2[N+](=O)[O-])cc1,-2.2%,14.6
CCc1cccc2sc(NC(=O)c3ccc(N4C(=O)CCC4=O)cc3)nc12,-0.4%,0.8
S=C(Nc1ccc(Oc2ccccc2)cc1)N1CCN(c2ccccn2)CC1,?,.
CC(O)/C=C/c1cccc[n+]1C (stereo not drawn),?,.
# Further entries
SMILES,S3 lipid droplet,S3 lipid droplet cell count max
CC1CCCCN1CCCNC(=O)CN1C(=O)c2cccnc2Oc2ccccc21 (stereo not drawn),i,.
COc1ccc2c(c1)[nH]c1c(=O)n(/N=C/C3C(C)C=C(C)CC3C)c(=O)[nH]c12 (stereo not drawn),?,.
COCCOC(=O)/C(=C\c1cc(C(C)(C)C)c(O)c(C(C)(C)C)c1)C(C)=O,?,.
O=C(CCN1C(=O)c2ccccc2S1(=O)=O)Nc1ccccc1,?,.
CCCCNC(=O)c1onc(CSc2ccncc2)c1C(=O)NCCCC,?,.
COc1ccc(NC(=O)COc2ccc3oc(=O)cc(C)c3c2)cc1,-0.6%,6.0
COc1ccc(C(=O)Nc2ccc(S(=O)(=O)N3CCCCC3)cc2)cc1OC,i,-14.8
O=C(CN1CCCCCC1)Nc1cccc2c1OCO2,3.0%,8.2
CC(C)Sc1cc(Cl)nc(NC(=O)Nc2ccccc2)n1,2.4%,.
COc1cc(SC)ccc1C(=O)NCCCOC(C)C,i,-16.5
O=C(CSc1nnc(NC(=O)c2cc(Br)ccc2Cl)s1)NCC1CCCO1 (stereo not drawn),0.3%,11.8
Fc1ccc(CNC(=S)NC2CCCCCC2)cc1,0.0%,3.3
Cc1sc2c(c1C)CN(CCN1CCOCC1)CN2C(=O)c1ccccc1,0.0%,16.2
O=C(O)c1ccccc1Sc1ccccc1S(=O)(=O)NC1CCCCC1,?,.
CC(=O)Nc1ccc(C(=O)COC(=O)c2nc3nc(C)cc(C)n3n2)cc1,-5.9%,-0.1
CCOc1ccc(S(=O)(=O)Nc2ncn[nH]2)cc1,i,-11.4
COc1cc2nc(CN(C)CC(=O)Nc3ccc(N4CCOCC4)cc3)[nH]c(=O)c2cc1OC,i,-16.6
COc1ccc(-c2nnc(SCC(=O)NC3CC3)o2)c(OC)c1,?,.
O=C(CSc1nc(=O)n2ccccc2n1)NCc1ccc(F)cc1,?,.
Cc1ccccc1NCC(=O)N/N=C/c1ccc([N+](=O)[O-])cc1,-8.9%,12.9
Cc1ccc(N2NC(=O)/C(=C/c3ccc(-c4ccc(Cl)c(C(=O)O)c4)o3)C2=O)cc1C,-11.5%,-5.8
CCOC(=O)c1[nH]c(C)c(C(=O)OCc2ccccc2F)c1C,?,.
CCOC(=O)c1[nH]nc2c1C(=O)N(CC)C2=O,?,.
O=C(Nc1ccnc(-c2ccncc2)n1)c1cccs1,-0.6%,-4.2
COc1ccc(CCNC(=O)C(C)Sc2ccc(C)cc2)cc1OC (stereo not drawn),?,.
O=C(NCCN1C(=O)C2C3C=CC(C3)C2C1=O)Nc1ccccn1 (stereo not drawn),i,.
Cc1ccc(-c2ccc(=O)n(CCC(=O)N3CCN(Cc4ccccc4)CC3)n2)cc1,i,.
Brc1ccc(N/N=C(/N=Nc2nn[nH]n2)c2ccccc2)cc1,?,.
CN(C)/C=N/c1nc2ncc(-c3ccc(Cl)cc3)c(/N=C/N(C)C)n2n1,?,.
CC(=O)NCC(=O)OCC(=O)c1ccc(Cl)cc1,?,.
O=C(CCCC(=O)OCC(Cl)=C(Cl)Cl)Nc1cccc2ccccc12,9.2%,9.4
CN(C)/C=C1\C(=O)N(C)N=C1C(F)(F)F,-8.5%,-17.8
COc1cc(C2NC(=O)NC3=C2C(=O)OC3)cc(OC)c1OC (stereo not drawn),?,.
Cc1ccccc1-n1c(SCC(=O)N/N=C/c2ccccc2OCC(=O)O)nc2ccccc2c1=O,4.7%,-13.3
COc1ccc(C(=O)COc2ccc(F)cc2)c(O)c1,15.8%,-0.2
O=C1CC(NCCc2ccccc2)C(=O)N1CCc1ccccc1 (stereo not drawn),10.3%,10.8
O=C(O)COc1ccc2c3c(c(=O)oc2c1)CCCC3,?,.
N#Cc1c(NC(=O)CSCC(=O)O)sc2c1CCCC2,?,.
Cc1cc(C)n2nc(Nc3ccccc3)cc2n1,?,.
CCCCN(C)CCCNC(=O)CN1C(=O)COc2ccc(S(=O)(=O)N3CCOCC3)cc21,-8.8%,24.4

# Overlap with the part before: 6 entries, followed by the next part.
SMILES,S3 lipid droplet,S3 lipid droplet cell count max
COc1ccc(C(=O)COc2ccc(F)cc2)c(O)c1,15.8%,-0.2
O=C1CC(NCCc2ccccc2)C(=O)N1CCc1ccccc1 (stereo not drawn),10.3%,10.8
O=C(O)COc1ccc2c3c(c(=O)oc2c1)CCCC3,?,.
N#Cc1c(NC(=O)CSCC(=O)O)sc2c1CCCC2,?,.
Cc1cc(C)n2nc(Nc3ccccc3)cc2n1,?,.
CCCCN(C)CCCNC(=O)CN1C(=O)COc2ccc(S(=O)(=O)N3CCOCC3)cc21,-8.8%,24.4
COc1ccc(C)cc1Nc1nc(-c2c(C)[nH]c3ccccc23)cs1,?,.
Cc1cccc(-n2c(CCN3C(=O)c4ccccc4C3=O)nc3ccccc3c2=O)n1,i,.
COc1ccc(CNC(=O)CSc2nc3ccc(C)cc3[nH]2)cc1,?,.
CC(C)(C)c1ccc(C(CC(=O)O)NS(=O)(=O)Cc2ccccc2)cc1 (stereo not drawn),-5.3%,1.6
CCC(=O)Nc1cccc(NC(=O)c2ccc3c(c2)OCO3)c1,?,.
Cc1ccccc1-n1nnnc1SCC(=O)c1c(N)n(C2CC2)c(=O)[nH]c1=O,?,.
CCc1ccc(Oc2coc3cc(O)ccc3c2=O)cc1,?,.
CCOc1ccc(Cl)cc1CNc1nnnn1C,i,-11.8
Cc1ccc(S(=O)(=O)N2CCOCC2)cc1C(=O)Nc1ccc(S(=O)(=O)Nc2nccs2)cc1,-6.9%,1.6
COc1cccc2c1OCC(CN1CCN(C3CCCCC3)C(CCO)C1)=C2 (stereo not drawn),?,.
CCOC(=O)/C=c1\s/c(=C\c2ccccc2OC)c(=O)n1CC(=O)N1CCOCC1,?,.
CN(C)c1ccc(N2C(=O)CC(Sc3ccccc3C(=O)O)C2=O)cc1 (stereo not drawn),?,.
COc1ccc(NC(=S)N2CCC(c3nc4ccc(Cl)cc4[nH]3)CC2)c(OC)c1,?,.
CCCCOc1ccc(Cl)cc1CSc1nnc(CC)n1N,?,.
Cc1cc(C)n(-c2ccc(C(=O)NC3=NCCS3)cc2)n1,?,.
Nc1ccc(C(=O)OCC(=O)N2c3ccccc3Sc3ccccc32)cc1[N+](=O)[O-],?,.
CCN1CCN(c2nc(SC)nc3sc4c(c23)CC(C)(C)OC4)CC1,?,.
Cc1cccc2cc(C3CC(c4ccco4)=NN3S(=O)(=O)c3ccccc3)c(Cl)nc12 (stereo not drawn),?,.
CCOc1ccc(N2CC(O)(c3ccc(F)cc3)[N+]3=C2CCCC3)cc1 (stereo not drawn),i,.
Cc1ccc2c(c1)N(CC(=O)NCC(C)c1ccccc1)C(=O)c1cccnc1O2 (stereo not drawn),?,.

# Reformatted with two lines to a compound: six of the compounds above
# Every second line gives: S3 lipid droplet | S3 lipid droplet cell count max
- CN(C)c1ccc(N2C(=O)CC(Sc3ccccc3C(=O)O)C2=O)cc1 (stereo not drawn)
 : ? | .
- CCN1CCN(c2nc(SC)nc3sc4c(c23)CC(C)(C)OC4)CC1
 : ? | .
- Cc1cccc2cc(C3CC(c4ccco4)=NN3S(=O)(=O)c3ccccc3)c(Cl)nc12 (stereo not drawn)
 : ? | .
- Cc1cc(C)n(-c2ccc(C(=O)NC3=NCCS3)cc2)n1
 : ? | .
- COc1ccc(NC(=S)N2CCC(c3nc4ccc(Cl)cc4[nH]3)CC2)c(OC)c1
 : ? | .
- CCOc1ccc(N2CC(O)(c3ccc(F)cc3)[N+]3=C2CCCC3)cc1 (stereo not drawn)
 : i | .

# Following part.
SMILES,S3 lipid droplet,S3 lipid droplet cell count max
CCNC(=O)C/C(C)=N/NC(=O)C12CC3CC(CC(C3)C1)C2,-12.9%,1.6
O=C(CSCc1cnn(-c2ccccc2)c1-n1cccc1)NCc1ccccn1,?,.
CC(NC(=S)Nc1ccccc1OC(F)F)C(C)(C)C (stereo not drawn),-11.2%,-8.9
CN(C)Cc1cc(CN(C)C)c(O)c(CCc2ccccc2)n1,?,.
CCC(=O)Nc1nc(-c2ccc3c(c2)OCCO3)cs1,?,.
CC(C)C[C@H](NC(=O)c1cc2cc(Cl)ccc2n1C)C(=O)N1CCC(C(=O)O)CC1,?,.
COc1ccc(Nc2ncc3c(n2)CC(c2ccccc2)CC3=O)cc1 (stereo not drawn),?,.
CC1CCN(S(=O)(=O)c2ccc(NC(=O)CN3CCN(C)CC3)cc2)CC1,?,.
CCN(CC)c1ccc(NC(=O)COc2ccccc2C)cc1S(=O)(=O)Nc1ccccc1OC,-9.3%,0.3
Cc1ccc(CCNC(=O)CS(=O)Cc2nc(-c3cccc(C)c3)oc2C)cc1 (stereo not drawn),?,.
Cc1ccc2[nH]c(=O)c(CN(Cc3nnnn3C3CCCC3)C3CCCCC3)cc2c1,?,.
